LYP phosphatase – LYP phosphatase inhibitors, primary screen, biochemical, DiFMUP fluorescence, recombinant catalytic domain, 10 µM (AID 606); recombinant LYP catalytic domain, DiFMUP fluorescence; higher % means a stronger effect; inhibition, % at 10 µM, or IC50 in µM where a hit was titrated; 52,000 tested, under 10 active;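 active = IC50 under 40 µM in the dose-response test; inactive = IC50 of 40 µM or more, or never dose-tested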
DPM-DC inhibit – blocks S. pneumoniae diphosphomevalonate decarboxylase | purified DPM-DC, PK/LDH coupled NADH fluorescence | calls only at 10 µM | 65,000 compounds, 0.49% hits | AID 556;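 active = the 320 compounds with the highest percent inhibition in the single-dose primary screen, excluding strongly autofluorescent ones, cut at about 32% in these data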;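 note: kinetic rate of NADH fluorescence loss reporting ADP formed by the decarboxylase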
HPDE-C7 cytotoxicity – HPDE-C7 pancreatic duct cell viability loss – fluorescence, HTS (AID 430); HPDE-C7 pancreatic duct cells viability, fluorescence; higher % means a stronger effect; cytotoxicity, % at 10 µM, or EC50 in µM where a hit was titrated; 63,000 compounds, 1.8% hits;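 note: cells exposed to compound for 48 hours before viability readout; 0% = vehicle and 100% = reference cytotoxic drug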
Bfl-1 displacement – Bfl-1 inhibitors, primary screen, biochemical, fluorescence polarization, FITC-Bid, mouse (AID 432) | FITC-Bid BH3 peptide fluorescence polarization displacement; higher % means a stronger effect | displacement, % at 20 µM, or IC50 in µM where a hit was titrated | 64,000 compounds, 0.02% hits; in the data active = a potency from the dose series; inactive = the rest, 99 in 100 with displacement below about 15%; note: strong numbers were not always called active
HT1080 viability – cytotoxicity in HT1080 fibrosarcoma cells, cell-based, fluorescence readout (AID 620); HT1080 viability, fluorescence; higher % means a stronger effect; cytotoxicity, % at 10 µM; hits with a dose series show EC50 in µM; 87,000 compounds, 0.42% hits;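 note: cells exposed to compound overnight then 4 h with Alamar Blue; 0% = vehicle DMSO and 100% = killing control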
Alkaline phosphatase – inhibition of tissue-nonspecific alkaline phosphatase – biochemical, luminescent (AID 518); one-dose inhibition, % at 20 µM; IC50 in µM for titrated hits; 64,000 compounds, 0.09% hits; purified TNAP enzyme, luminescent substrate readout; higher % means a stronger effect; in the data active = a potency from the dose series; inactive = the rest, 99 in 100 with inhibition below about 22%;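 note: plate controls were vehicle for no effect and reference inhibitor for full effect; many of its hits are not listed in these tables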
KRASV12 cytotoxicity – cytotoxicity in KRAS-transformed pancreatic duct cells, primary screen, cell-based, fluorescence, HTS (AID 431) | HPDE-C7K KRASV12 cells, Alamar Blue viability, 48 h; higher % means a stronger effect | cytotoxicity, % at 10 µM, or EC50 in µM where a hit was titrated | 63,000 compounds, 1.7% hits;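 active = compounds whose percent cytotoxicity in the single-dose primary screen, scaled between solvent and toxic-drug controls, exceeds 50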;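 note: 0% = DMSO solvent wells and 100% = doxorubicin-treated wells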
MK inhibit – inhibitors of Streptococcus pneumoniae mevalonate kinase. AID 555. 65,000 compounds, 0.48% hits. purified MK, PK/LDH-coupled NADH absorbance 340 nm. inhibition, % at 10 µM;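 active = ranked among the strongest by inhibition in the single 10 µM screen, a fixed top-ranked set picked for dose follow-up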; note: no value below 0 was filed
PMK inhibit – S. pneumoniae PMK inhibition. purified PMK, PK/LDH-coupled NADH absorbance 340 nm. 65,000 compounds, 0.49% hits. AID 539. inhibition, % at 10 µM;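 active = top-ranked compounds by inhibition in the single 10 µM screen, taking a fixed number of the strongest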;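 note: 0% = full reaction with DMSO carrier and 100% = background rate without enzyme reaction; no value below 0 was filed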
PMK inhibit pilot replicates – recorded beside PMK inhibit, whose call it bears; inhibition, %; measured here: pilot screen replicates
MK inhibit pilot replicates – recorded beside MK inhibit, whose call it bears; inhibition, %; measured here: pilot screen replicates
DPM-DC inhibit pilot screen % – recorded beside DPM-DC inhibit, whose call it bears; inhibition, %; measured here: pilot screen trials
Starred values were filed as active, the others as inactive; i = inactive; / = not tested or not shown. Cut-off read from the data, not from the text of the source, unless noted: active = cytotoxicity above about 50%; inactive = the rest.

SMILES | LYP phosphatase | DPM-DC inhibit | HPDE-C7 cytotoxicity | Bfl-1 displacement | HT1080 viability | Alkaline phosphatase | KRASV12 cytotoxicity | MK inhibit | PMK inhibit | others
CCOC(=O)C1CCc2sc(N)c(C#N)c21 (stereo unspecified) | 4% | i | -2% | -4% | 7% | 6% | 0% | 6 | 0
CC(=O)CC1(C)OC(N)=C(C#N)C1(C#N)C#N (stereo unspecified) | 4% | i | -2% | 2% | -3% | 13% | -13% | 5 | 8
COC(=O)CSc1nnc(-c2cccc(NC(=O)c3ccc(C)cc3)c2)n1C | 1% | i | / | -9% | 2% | 8% | / | 8 | 10
C#CCOc1ccc(Cl)cc1/C=N/O | -5% | i | 2% | 2% | 1% | 10% | 6% | 0 | 0
COc1ccc(-n2c(Cc3cccn3C)nnc2SCC(=O)Nc2cccc(Cl)c2)cc1 | 11% | i | 20% | 10% | 2% | 11% | 29% | 5 | 11 | PMK inhibit pilot replicates=0.0;MK inhibit pilot replicates=5.0;DPM-DC inhibit pilot screen %=6.0
COc1cccc(-n2c(SCc3c(C)noc3C)nnc2-c2cccc(S(=O)(=O)N(C)C)c2)c1 | -2% | i | -1% | -10% | 0% | 11% | -1% | 0 | 11
Cc1ccc(-n2c(Cc3cccn3C)nnc2SCC(=O)Nc2cc(C)on2)cc1 | / | i | -7% | -9% | 8% | 4% | -8% | 4 | 9
O=C(c1cc(-c2ccco2)nn1-c1cccc(Cl)c1)N1CCCCC1 | / | i | -22% | 7% | -4% | 14% | -5% | 2 | 13 | PMK inhibit pilot replicates=3.5;MK inhibit pilot replicates=3.0;DPM-DC inhibit pilot screen %=3.0
CNC(=O)c1ccc(Oc2ccc(C(=O)NC)cc2)cc1 | 11% | i | / | -5% | 4% | 13% | / | 5 | 14
CCOc1ccc(-n2c(-c3ccco3)n[nH]c2=S)cc1 | 15% | i | -13% | -2% | 2% | 9% | -23% | 60* | 11
O=C(NC1=NCCS1)c1cccc(S(=O)(=O)N2CCCCC2)c1 | / | i | -18% | -6% | 7% | 14% | 4% | 6 | 2
C=CCNC(=O)c1ccccc1NS(=O)(=O)c1ccccc1 | -3% | i | 25% | -2% | 2% | 22% | 27% | 1 | 9
OC(COc1ccc(OCC(O)CN2CCCCCC2)cc1)CN1CCCCCC1 (stereo unspecified) | 5% | i | -2% | -8% | 31% | 7% | 3% | 5 | 9
CN(c1ccc(C(=O)N2CCCCC2)cc1)S(C)(=O)=O | 9% | i | / | 0% | -5% | 7% | / | 7 | 4
CC1CCN(S(=O)(=O)c2ccc3c(c2)CCN3C(=O)CCC(=O)O)CC1 | 26% | i | -7% | -7% | 2% | 8% | 0% | 5 | 14
CCN(CC)C(=O)CSc1nnc(-c2ccccc2)n1-c1ccccc1 | 3% | i | -10% | -3% | 9% | 7% | 25% | 7 | 0
O=S(=O)(c1ccc2c(c1)C(=NO)c1cc(S(=O)(=O)N3CCCCC3)ccc1-2)N1CCCCC1 | / | i | 0.3µM* | 17% | 102%* | 11% | 0.39µM* | 9 | 8
CNC(=O)c1c(C)nc(SCC(=O)NCc2ccc(OC)cc2)c(C#N)c1-c1ccco1 | -5% | i | -4% | -4% | -2% | 7% | -13% | 0 | 13
O=c1c2ccccc2ncn1C1CCCCC1 | 9% | i | 3% | -10% | -1% | 6% | -4% | 1 | 0
c1ccc2sc(-c3ccc4c(c3)OCO4)nc2c1 | -2% | / | -6% | -3% | 1% | 11% | -6% | 8 | 15
Cc1ccc(S(=O)(=O)Cc2cccc(C(=O)N3CCOCC3)c2)cc1 | 13% | i | -12% | -5% | 0% | 6% | -8% | 1 | 0
COc1ccc(C(=O)CC(=O)O)c2c1C=CC(C)(C)O2 | 9% | i | / | -8% | -3% | 6% | / | 38 | 0
CCOCCCNC(=O)CCNC(=O)c1cc(OC)c(OC)c(OC)c1 | -1% | i | 3% | -3% | -3% | 6% | 7% | 5 | 11
CCN(CC)S(=O)(=O)c1cccc(S(=O)(=O)c2cccc(S(=O)(=O)N(CC)CC)c2)c1 | 3% | i | -12% | -4% | 17% | 0% | -14% | 6 | 0
CCC(=O)N1CCc2cc(S(=O)(=O)CCC(=O)NCCc3ccc(OC)c(OC)c3)ccc21 | 0% | i | -1% | 0% | -7% | 7% | -3% | 6 | 9
Carrying on.
SMILES | LYP phosphatase | DPM-DC inhibit | HPDE-C7 cytotoxicity | Bfl-1 displacement | HT1080 viability | Alkaline phosphatase | KRASV12 cytotoxicity | MK inhibit | PMK inhibit | others
CCn1c(SCc2ccc(C#N)cc2)nnc1-c1cccc(Cl)c1 | 1% | i | -12% | -2% | 4% | 13% | -6% | 7 | 5
O=C(CC1CCCCC1)Nc1c2c(nn1-c1ccc(F)cc1)CS(=O)(=O)C2 | 10% | i | -4% | -5% | 28% | 6% | -2% | 0 | 15
CCn1cc(C(=O)Nc2ccccc2C(=O)OC)c(=O)c2ccc(C)nc21 | 6% | i | -5% | -11% | 2% | 10% | -4% | 0 | 16
COc1ccccc1OCc1nc2c3c(-c4ccccc4)c(-c4ccccc4)oc3ncn2n1 | -5% | / | 8% | 10% | 6% | 9% | 9% | 2 | 1
Cc1ccc(NC(=O)CCN2CCc3ccccc3C2)cc1 | / | i | 4% | -4% | -3% | 9% | -9% | 1 | 13 | PMK inhibit pilot replicates=2.5;MK inhibit pilot replicates=0.5;DPM-DC inhibit pilot screen %=1.5
COc1ccc(CCn2c(N)c(C#N)c3nc4ccccc4nc32)cc1OC | -5% | i | -10% | -6% | -6% | 5% | -2% | 8 | 0 | PMK inhibit pilot replicates=5.5;MK inhibit pilot replicates=6.5;DPM-DC inhibit pilot screen %=12
CCOC(=O)CC(NS(=O)(=O)c1ccc(NC(C)=O)cc1)c1ccc(OCC)cc1 (stereo unspecified) | 7% | i | -19% | 5% | -7% | 13% | -24% | 0 | 7 | PMK inhibit pilot replicates=3.5;MK inhibit pilot replicates=1.0;DPM-DC inhibit pilot screen %=2.0
CC(=O)N1CCN(c2ccc(Oc3nc(-c4ccccc4)nc4ccccc34)cc2)CC1 | 3% | i | / | -1% | 0% | 16% | / | 0 | 14
CCCCN(C)CCNC(=O)c1c[nH]c2ccc(S(=O)(=O)N(CC)CC)cc2c1=O | 11% | i | -11% | -7% | 2% | 7% | -3% | 0 | 19
Cc1cccc(-c2nnc3sc(-c4ccccc4)nn23)c1 | / | i | 3% | -8% | 23% | 3% | 4% | 13 | 14
COc1cccc(-c2cc(C(=O)N3CCN(c4ncccn4)CC3)c3ccccc3n2)c1 | -5% | i | -4% | -4% | -2% | 5% | 15% | 6 | 10
Cc1nnc(SC(C)C(=O)Nc2ccc3c(c2)OCCO3)s1 (stereo unspecified) | -3% | i | -12% | -10% | -6% | 5% | -10% | 4 | 14
CCCC(=O)Nc1ccc(Cl)c(NC(=O)c2ccc(Br)o2)c1 | 11% | i | 9% | -7% | 8% | 3% | 21% | 14 | 4
COc1cccc(N2C(=O)CC(N3CCC(c4nc5ccccc5[nH]4)CC3)C2=O)c1 (stereo unspecified) | -3% | i | -26% | 5% | -3% | 2% | -34% | 3 | 0
O=C(NCC(=O)N(c1cccnc1)C(C(=O)NC1CCCCC1)c1cccnc1)c1ccco1 (stereo unspecified) | 4% | i | -5% | -5% | 8% | 5% | -6% | 0 | 16 | PMK inhibit pilot replicates=0.0;MK inhibit pilot replicates=0.0;DPM-DC inhibit pilot screen %=0.0
C=CCn1c(Cc2csc(N)n2)nnc1SCC(=O)OCC | -6% | i | 1% | 0% | 7% | 7% | 11% | 8 | 4 | PMK inhibit pilot replicates=4.5;MK inhibit pilot replicates=1.0;DPM-DC inhibit pilot screen %=3.0
Cc1oc(-c2cccs2)nc1CS(=O)CC(=O)NCCc1ccccc1 (stereo unspecified) | 1% | i | 0% | -1% | 2% | 4% | 0% | 3 | 5
c1ccc(CCc2nn3c(C4COc5ccccc5O4)nnc3s2)cc1 (stereo unspecified) | -5% | i | -2% | -8% | 4% | 1% | -6% | 3 | 7
Cn1c(SCC(=O)N2CCCc3ccccc32)nnc1-c1ccco1 | 4% | i | -11% | 6% | -8% | 6% | -15% | 4 | 14
CC(C)n1c(NCc2nc3ccccc3n2C)nc2ccccc21 | 7% | i | 0% | -6% | 6% | -86% | 6% | 4 | 4
Cc1cc(NC(=O)CSc2nnc(-c3ccco3)n2CC2CCCO2)no1 (stereo unspecified) | / | i | -6% | 0% | -31% | 3% | -4% | 0 | 11
CCCN1C(=O)c2cc(C(=O)Nc3ccccc3CC)ccc2C1O (stereo unspecified) | 7% | i | -3% | -3% | -7% | 13% | 12% | 0 | 14
COC(=O)c1ccccc1NC(=O)Cn1cnc2c(cnn2-c2ccccc2)c1=O | -2% | i | -8% | -2% | 7% | 8% | -12% | 0 | 14
Cc1cccc2c1NC(C)CC2C (stereo unspecified) | -5% | i | -9% | -1% | 13% | 18% | -3% | 3 | 0
Cc1nc(CN2CCN(C(=O)c3ccc(Br)cc3)CC2)cs1 | 1% | i | -10% | -4% | / | 9% | 0% | 3 | 5
Continuation.
SMILES | LYP phosphatase | DPM-DC inhibit | HPDE-C7 cytotoxicity | Bfl-1 displacement | HT1080 viability | Alkaline phosphatase | KRASV12 cytotoxicity | MK inhibit | PMK inhibit | others
Cc1cc(N2CCN(Cc3ccc4c(c3)OCO4)CC2)n2ncnc2n1 | 0% | i | 1% | 18% | 2% | 4% | -1% | 0 | 12
COC(=O)Cn1ncc2c(C)n(Cc3ccccc3)c(C)c2c1=O | 3% | i | -12% | 4% | 2% | 14% | 2% | 3 | 0 | PMK inhibit pilot replicates=1.5;MK inhibit pilot replicates=0.0;DPM-DC inhibit pilot screen %=1.5
COCCNC(=O)CS(=O)Cc1nc(-c2ccc(OC)cc2)oc1C (stereo unspecified) | 5% | i | 6% | 2% | 0% | 6% | 4% | 6 | 4
O=C(COc1ccc(Cl)cc1)NC1CCSC1=O (stereo unspecified) | 7% | i | -4% | -1% | -4% | 14% | 8% | 12 | 10
CC(C)C[C@H](N)c1nnc(S(=O)(=O)Cc2ccc(F)cc2)o1 | 3% | i | 9µM* | 4% | 6% | 5% | 7.9µM* | 10 | 5
COc1cc(OC)cc(-c2nnc(SCC(=O)N3CCCC3)o2)c1 | / | i | 6% | -4% | 9% | 10% | 10% | 8 | 0

An excerpt from above in order of molecular weight, falling.
SMILES | LYP phosphatase | DPM-DC inhibit | HPDE-C7 cytotoxicity | Bfl-1 displacement | HT1080 viability | Alkaline phosphatase | KRASV12 cytotoxicity | MK inhibit | PMK inhibit | others
Cc1nc(CN2CCN(C(=O)c3ccc(Br)cc3)CC2)cs1 | 1% | i | -10% | -4% | / | 9% | 0% | 3 | 5
COCCNC(=O)CS(=O)Cc1nc(-c2ccc(OC)cc2)oc1C (stereo unspecified) | 5% | i | 6% | 2% | 0% | 6% | 4% | 6 | 4
Cc1cc(N2CCN(Cc3ccc4c(c3)OCO4)CC2)n2ncnc2n1 | 0% | i | 1% | 18% | 2% | 4% | -1% | 0 | 12
COc1cc(OC)cc(-c2nnc(SCC(=O)N3CCCC3)o2)c1 | / | i | 6% | -4% | 9% | 10% | 10% | 8 | 0

Assay outcomes (PubChem BioAssay)
